Compound activity as filed in PubChem BioAssay.
PTAP TSG101 blk – blocks PTAP/TSG101 interaction to inhibit HIV-1 budding. Fluorescence polarization, FITC-PTAP peptide / Tsg101 binding. Potency, µM (series often up to 115 µM), without a hit: at the top dose activity change, negative = inhibition, hits mostly inhibitors. 340,000 tested, under 10 active. AID 493005; active = well fitted inhibition curve with a large enough effect in the main read-out, with a control signal flat, not every such curve was filed as active; inconclusive = small, poorly fitted or top-dose-only effect, or effect the other way, or a change in a side signal; inactive = no such curve, though single readings can be large or run the other way; also: potency is read from the fitted curve at half-maximal effect; % of control where 0% means no effect
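FP read-out: FITC-PTAP peptide, 50 nM final, binding Tsg101 binding domain, 10 uM final; 20 min, r.t.; 10 mM HEPES pH 7.5, 0.15 M NaCl, 0.01% Tween 20, 3 mM EDTA, 0.1 mM TCEP.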
Mito fusion act – blocks mitochondrial division or promotes mitochondrial fusion. AID 485298. actives 0.23% (n = 320,000). Potency, µM (top dose mostly 46.1 µM), for the others: top-dose growth rescue (activation), hits mostly activators. S. cerevisiae fusion-defective mutant growth rescue, CellTiterGlo 48 h;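 also: potency is read from the fitted curve at half-maximal effect; % of control where 0% means no effect; nearly all actives have a fitted effect of over 45% in size; temperature-sensitive fusion mutants such as fzo1-1 at 37 °C on non-fermentable ethanol glycerol medium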
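Luminescent cell viability in 1536-well qHTS format served as the measure of rescued growth in ts fusion-mutant S. cerevisiae cultured on non-fermentable YPEG for 48 hours at 37C.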
TCR act – activates T cell receptor signaling; primary human leukocytes, anti-CD3, IL-2 HTRF, 48 h; 330,000 tested, under 10 active; Potency, µM (series often up to 9.22 µM), inactives show at the highest dose activation of IL-2 secretion, hits mostly activators; also: % of control where 0% means no effect
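TCR engagement came from a-CD3 beads alone, with compounds added to primary human leukocytes for 48 hr. Secreted IL-2 bridged europium cryptate- and d2-labelled anti-IL-2 antibodies, giving FRET emission at 665nm after 320nm excitation.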
TSHR antagonist – blocks TSH signaling through the human TSH receptor; TSHR-expressing cells, TSH-stimulated cAMP HTRF, 2 h; stronger effect = lower value; activity change, negative = inhibition, % at 11.5 µM; actives 0.2% (n = 330,000);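 active = activity change below a set negative limit, meaning inhibition stronger than a set level, cut at about -70% in these data; inconclusive = activity change between two set negative limits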; also: % is scaled to controls: 0 for no effect and ±100 for the full control effect
Target sequence (P16473 whole entry, looked up): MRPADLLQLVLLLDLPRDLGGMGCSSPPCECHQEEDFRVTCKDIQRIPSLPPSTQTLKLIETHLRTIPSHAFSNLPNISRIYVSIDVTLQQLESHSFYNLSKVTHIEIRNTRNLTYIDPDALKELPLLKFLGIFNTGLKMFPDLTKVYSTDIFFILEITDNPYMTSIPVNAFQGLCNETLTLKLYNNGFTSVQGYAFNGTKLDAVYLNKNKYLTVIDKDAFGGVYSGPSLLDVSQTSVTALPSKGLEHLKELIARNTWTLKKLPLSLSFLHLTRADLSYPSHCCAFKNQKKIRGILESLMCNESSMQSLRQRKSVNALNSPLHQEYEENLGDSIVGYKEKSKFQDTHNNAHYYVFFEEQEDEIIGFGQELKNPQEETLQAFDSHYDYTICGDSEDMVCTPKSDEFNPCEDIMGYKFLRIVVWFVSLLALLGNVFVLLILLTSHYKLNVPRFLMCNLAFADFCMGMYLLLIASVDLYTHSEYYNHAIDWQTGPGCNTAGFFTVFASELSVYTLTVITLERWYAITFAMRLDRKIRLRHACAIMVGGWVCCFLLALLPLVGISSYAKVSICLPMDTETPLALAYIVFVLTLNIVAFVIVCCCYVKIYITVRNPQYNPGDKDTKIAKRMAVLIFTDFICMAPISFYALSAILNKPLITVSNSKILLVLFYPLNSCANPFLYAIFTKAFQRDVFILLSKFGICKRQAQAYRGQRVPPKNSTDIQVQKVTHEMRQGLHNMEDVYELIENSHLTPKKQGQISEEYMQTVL
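TSHR-expressing cells were treated with compounds, then stimulated with TSH at EC80 (4nM final) for 2 hours at 37 deg C. Cellular cAMP was measured by HTRF competition between lysate cAMP and cAMP-d2 for a cryptate-labelled anti-cAMP antibody.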
a7 integrin act – activators of alpha7 integrin expression for muscular dystrophy | alpha7betagal myoblasts, beta-gal FDG fluorescence, 48 h | AID 624291 | actives 0.064% (n = 350,000) | Potency, µM (doses to about 38.3 µM), for inactives: top-dose activation, most hits filed as activators;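 also: potency is read from the fitted curve at half-maximal effect; 100% = response of the positive control SU9516; nearly all actives have a fitted effect of over 60% in size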
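alpha7betagal+/- myoblasts (passage 13, 250/well) treated 48 h at 37C with compounds at 1:260 dilution of DMSO stock. Lysed, then beta-galactosidase activity read as FDG fluorescence (ex 480/em 540) after 30 min, with pre-read for autofluorescence.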
A-T KAP1 phos – candidate therapy for ataxia-telangiectasia | AID 485349 | Potency, µM (titrated, usually from 57.5 µM), for the others: top-dose activation, hits mostly activators | […] A-T fibroblasts, KAP-1 phosphorylation AlphaLISA; neocarzinostatin DNA damage 30 min before lysis | actives 0.19% (n = 320,000); also: potency is read from the fitted curve at half-maximal effect; % of control where 0% means no effect; nearly all actives have a fitted effect of over 45% in size
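hTERT-immortalized A-T patient fibroblasts ([…]), 500 cells/well in OPTI-MEM, 1% FBS, got compounds for 60 min, then NCS for 30 min at 37C. Lysates were then assayed for phospho-KAP-1 by AlphaLISA (anti-pKAP1 donor, anti-KAP1 acceptor beads), 6 hr at 25C.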
S-ASM inh – human S-ASM enzyme inhibition; AID 504937; actives 0.006% (n = 340,000); placental ASM, HMU-PC fluorogenic substrate, 60 min; P17405; Potency, µM (highest dose often 57.5 µM), without a hit: at the highest dose activity change, negative = inhibition, actives largely listed as inhibitors; also: potency is read from the fitted curve at half-maximal effect
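Fluorogenic HMU-PC substrate (9 uM final) is turned over by placental ASM in 60 min at 37 C after a 10 min compound preincubation. Reaction ended by alkaline stop (pH 10), with fluorescence read at 386/447 nm.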
Menin MLL FP TR – menin-MLL binding inhibition, Texas Red mutant peptide; Potency, µM (top dose mostly 61.6 µM), without a hit: at the highest dose FP activity change, negative = inhibition, usual class: inhibitors; Menin + Texas Red MLL mutant peptide, fluorescence polarization; actives 0.23% (n = 270,000); active = well fitted inhibition curve with a large enough effect in the polarisation, with a control signal flat, not every such curve was filed as active; inconclusive = small, poorly fitted or top-dose-only effect, or effect the other way, or a change in a side signal; inactive = no such curve, though single readings can be large or run the other way; the % refers to the polarisation; also: potency is read from the fitted curve at half-maximal effect; % of control where 0% means no effect; many of its hits are not listed in these tables
MBNL1-CUG inh – blocks human MBNL1 binding to CUG repeat RNA; Q9NR56; actives 0.036% (n = 280,000); AID 2675; TR-FRET MBNL1-His/biotin-(CUG)12 binding, 665/545 ratio; Potency, µM (highest dose often 57.5 µM), without a hit: at the top dose activity change, negative = inhibition, actives largely listed as inhibitors; active = well fitted inhibition curve with a large enough effect in the signal ratio, with a control signal flat, not every such curve was filed as active; inconclusive = small, poorly fitted or top-dose-only effect, or effect the other way, or a change in a side signal; inactive = no such curve, though single readings can be large or run the other way; the % refers to the signal ratio; also: potency is read from the fitted curve at half-maximal effect; % is scaled to controls: 0 for no effect and ±100 for the full control effect
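Inhibition of protein-RNA binding appears as loss of TR-FRET between terbium anti-His antibody on MBNL1-His and streptavidin-XL665 on biotin-(CUG)12. Activity is normalized to buffer-only and uninhibited-complex controls.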
MLL CXXC-DNA inh – inhibitors of human MLL CXXC domain-DNA interaction | MLL-CXXC / FITC-HOXA9 DNA fluorescence polarization | Potency, µM (titrated, usually from 115 µM), without a hit: at the top dose activity change, negative = inhibition, most hits filed as inhibitors | actives 0.037% (n = 290,000) | AID 2662; active = well fitted inhibition curve with a large enough effect in the polarisation, with a control signal flat, not every such curve was filed as active; inconclusive = small, poorly fitted or top-dose-only effect, or effect the other way, or a change in a side signal; inactive = no such curve, though single readings can be large or run the other way; the % refers to the polarisation; also: potency is read from the fitted curve at half-maximal effect
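Fluorescence polarization: 7 uM MLL-CXXC (stock) preincubated 5 min with compounds, then 50 nM fluorescein-HOX-A9 DNA (stock) added; 30 min ambient. Buffer 50 mM Tris-HCl pH 7.5, 50 mM NaCl, 1 mM DTT, 0.05% BSA.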
Starred values were filed as active, the others as inactive; ? = inconclusive; . = not tested or not shown; [ ] = another dose, or the depositor's remark. Unless noted, calls follow the shape of the dose curve; as a rule, active = well fitted curve in the direction sought with a large enough effect; inconclusive = small, poorly fitted or top-dose-only effect, or another doubt; inactive = no such curve, though single readings can be large; an effect the other way counts as inactive or inconclusive. An excerpt; rates above refer to the full screens.

mol | TCR act | S-ASM inh | MBNL1-CUG inh | a7 integrin act | TSHR antagonist | MLL CXXC-DNA inh | Menin MLL FP TR | PTAP TSG101 blk | Mito fusion act | A-T KAP1 phos
Cc1ccc(-c2cc(C#N)c(=O)n(Cc3c(Cl)cccc3Cl)c2)cc1 | 1% | 323%[activator] | 1% | 6% | 9 | 10% | 2% | -5% | -3% | -6%
CC(C)c1cc(NCCCN2CCOCC2)n2c(nc3ccccc32)c1C#N | 0%[46.1 µM] | . | -1% | 0% | -14 | 1% | 5% | -12% | -2% | 12%
CCN(C(=O)COC(=O)Cc1c(F)cccc1Cl)c1c(N)n(Cc2ccccc2)c(=O)[nH]c1=O | . | -6% | . | 0% | 28 | . | . | -3% | -1% | -8%
Cc1cccc(N2CCN(C(=O)C(C)n3nc(C)n4c(cc5occc54)c3=O)CC2)c1C (configuration not stated) | . | -4% | 8% | 19% | 45 | 18% | -7% | -5% | -4% | .
O=S(=O)(NCc1c(Cl)cccc1Oc1ccccc1)c1ccccc1 | 2% | -4% | -2% | 15% | -10 | 26% | . | -4% | 2% | 42%
O=C(Nc1nnc(C23CC4CC(CC(C4)C2)C3)s1)c1ccc(N2C(=O)CCC2=O)cc1 | 5% | 2% | 2% | 13% | -2 | 7% | 0% | -5% | -9% | -5%
O=C(O)Cc1ccc(N=Nc2c(O)c(C(=O)O)cc3ccccc23)cc1 | 2% | -5% | ? | -7% | -7 | ? | ? | -3% | -2% | -7%
O=C(CN1CCC(N2CCCCC2)CC1)N1CCOCC1 | . | . | -2% | . | -4 | -3% | -26% | . | -7% | 11%
CCN(CC)S(=O)(=O)c1cccc(-c2nnc(SCC(N)=O)n2CCc2ccccc2)c1 | 1% | 0% | -8% | -5% | 0 | -5% | -16% | 1% | -5% | 3%
CN(C)CCCCOc1ccc(Br)cc1Cl | 4% | 0% | -1% | -69%[inhibitor] | -1 | -8% | -14% | 0% | -2% | 5%
Cc1ccc(N(C(=O)c2csnn2)C(C(=O)NC2CCCC2)c2cccnc2)cc1 (configuration not stated) | 0% | 4% | 3% | -7% | 4 | 3% | -11% | 0% | 1% | -1%
Cc1cccc(NC(=O)CN2CCN(CC(=O)Nc3cccc(C)c3)CC2)c1 | 1% | 2% | 6% | -46%[inhibitor] | -15 | 0% | -12% | -5% | -7% | 4%
O=C(c1ccc(S(=O)(=O)N2CCOCC2)cc1)N1CCN(S(=O)(=O)c2ccc(Cl)s2)CC1 | -9% | -1% | -7% | 31% | -8 | 8% | . | -3% | 3% | -12%
O=C1/C(=C/c2ccc(F)cc2)CCC1C1CCCC1 (configuration not stated) | -3%[46.1 µM] | -8% | -6% | -4% | -7 | 1% | -20% | -2% | 3% | 4%
CCO/N=C(/c1nonc1N)N1CCN(c2ccc([N+](=O)[O-])cc2)CC1 | 2% | -16% | 6% | -4% | -6 | 0% | ? | -4% | 2% | 14%
Cc1ccccc1CC(=O)Nc1cccnc1 | . | 9% | -8% | 15% | 35 | 15% | -3% | 0% | 0% | -1%
C[C@@H]1CN([C@H](C)CO)C(=O)c2cc(NS(=O)(=O)c3cccs3)ccc2O[C@H]1CN(C)Cc1ccccc1 | -3% | 42%[activator] | . | -12% | -9 | . | . | 4% | . | -4%
CCCc1cc(Nc2ccc(C)cc2)n2ncnc2n1 | -9% | -5% | -5% | -40% | -18 | -8% | -20% | -1% | -1% | -4%
CC1(C)O[C@@H]2[C@@H](CO[C@@]3(COS(N)(=O)=O)OC(C)(C)O[C@@H]23)O1 | . | . | 6% | . | 2 | 5% | 9% | . | 6% | .
O=C(NN1C(=O)c2ccccc2NC1c1ccccn1)c1ccc([N+](=O)[O-])cc1 (configuration not stated) | -3%[46.1 µM] | 8% | ? | -5% | 11 | 15% | -18% | 0% | 0% | 2%
Cc1nc(SC(C)C(=O)Nc2cccc(C(F)(F)F)c2)c2c(C)c(C(=O)O)sc2n1 (configuration not stated) | 6% | 17% | -3% | -22% | -26 | -22% | . | -7% | 5% | 0%
CCOc1ccc2nc(NC(=O)C3CCN(C(=O)c4ccco4)CC3)sc2c1 | 5% | -11% | -7% | -27% | -8 | 8% | ? | -6% | -7% | -1%
O=C(NCc1ccc(F)cc1)N[C@@H](Cc1ccccc1)C(=O)O | 9% | 2% | 7% | 22% | 21 | -3% | 4% | -3% | 3% | 4%
O=C(Cc1c(Cl)cccc1Cl)Nc1cccc(S(=O)(=O)N2CCOCC2)c1 | 1% | 0% | -3% | 10% | -15 | 4% | 19% | -5% | -1% | 1%

One compound at a time, as listed above. Screens in order: TCR act | S-ASM inh | MBNL1-CUG inh | a7 integrin act | TSHR antagonist | MLL CXXC-DNA inh | Menin MLL FP TR | PTAP TSG101 blk | Mito fusion act | A-T KAP1 phos
`Cc1ccccc1CC(=O)Nc1cccnc1` reads . | 9% | -8% | 15% | 35 | 15% | -3% | 0% | 0% | -1%
`O=C(O)Cc1ccc(N=Nc2c(O)c(C(=O)O)cc3ccccc23)cc1` reads 2% | -5% | ? | -7% | -7 | ? | ? | -3% | -2% | -7%

Later entries:
mol | TCR act | S-ASM inh | MBNL1-CUG inh | a7 integrin act | TSHR antagonist | MLL CXXC-DNA inh | Menin MLL FP TR | PTAP TSG101 blk | Mito fusion act | A-T KAP1 phos
O=C(C1=C(O)C(=O)N(CC2CCCO2)C1c1cccc(Cl)c1)c1ccco1 (configuration not stated) | -7% | 0% | 15% | 9% | 7 | -6% | 13% | -9% | -6% | .
O=C(NC1(C(F)(F)F)NC(=O)N(c2ccccc2F)C1=O)c1ccncc1 (configuration not stated) | -5%[46.1 µM] | 1% | -10% | 15% | 1 | ? | -2% | -5% | -5% | -8%
COc1ccc(OC)c2[nH]c(=O)c(CCNC(=O)c3ccc4c(c3)OCO4)cc12 | 1% | 2% | 5% | -15% | 2 | 12% | -4% | -4% | 4% | 10%
COC(=O)c1ccc(/C=N/NC(=O)CC(=O)NCC(C)C)cc1 | 9% | 0% | 27% | -15% | 0 | 6% | 8% | -10% | 1% | 5%
COc1ccc(C(c2nnnn2Cc2cccs2)N2CCC(C(N)=O)CC2)c(OC)c1 (configuration not stated) | -25% | 3% | 2% | -1% | 22 | 4% | 9% | -4% | 2% | -1%
C=CCn1c(SCc2c(C(=O)OC)sc(N)c2C(=O)OC)nnc1-c1ccc(Cl)cc1 | 2% | -4% | -3% | -5% | 0 | 4% | 2% | -2% | 21% | 0%
CCN(C(=O)CSc1nnc2c3ccccc3n(CC)c2n1)C1CCS(=O)(=O)C1 (configuration not stated) | 3%[46.1 µM] | -1% | ? | -13% | 16 | -9% | 5% | -4% | -3% | .
COc1ccc(O)c(C=NCC(C)N=Cc2cc(OC)ccc2O)c1 (configuration not stated) | -3% | 3% | 6% | 18% | 1 | ? | 14% | -1% | 6% | -1%
COc1ccc(CNC(=O)Cc2cccs2)cc1OC | 0% | 2% | ? | 0% | 9 | -11% | -21% | -1% | -4% | ?
CC1=NN(C(=O)c2ccc(Cl)cc2)C(O)(c2ccccc2)C1 (configuration not stated) | -20% | -4% | 5% | -34%[inhibitor] | 12 | -9% | 23% | -4% | 1% | -1%
CCOc1ccc(CNC(=O)CCc2cn(C)c3ccccc23)cc1 | -3% | -3% | 9% | -8% | 4 | ? | -26% | 4% | 11% | 2%
Cc1cc(-n2c(C)cc(C(=S)N3CCOCC3)c2C)ccc1Br | -5%[46.1 µM] | 0% | -17% | 0% | -5 | -1% | -5% | -3% | 29% | -9%
Cc1cccc(C(=O)NC(CC(=O)O)c2ccc(OC3CCCC3)cc2)c1[N+](=O)[O-] (configuration not stated) | -1% | -5% | 3% | 14% | 14 | -9% | -12% | -2% | 7% | -1%
CCCN(CCC)CCCNC(=O)c1cn(C)c2ccc(S(=O)(=O)N(C)C3CCCCC3)cc2c1=O | 10% | -2% | 4% | -4% | -10 | 0% | -8% | -6% | 3% | 3%
Cc1ccc2nc(SCC(=O)NCc3ccc(F)cc3)[nH]c2c1 | 9% | 1% | -8% | -12% | 1 | -9% | -10% | -9% | 8% | 3%
